Assay outcomes deposited in PubChem by several laboratories.
IDE act: boosts human insulin-degrading enzyme activity in HEK cells | P14735 | FAbeta-B cleavage, fluorescence polarization; 0% vehicle, 100% cell-free pure enzyme wells | activation, % at 5.96 µM | actives 0.073% (n = 340,000) | AID 493087;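 active = activation above the mean of all tested compounds plus 3 SD, set per screening campaign, cut at about 17% in these data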
Target sequence (P14735 whole entry, looked up): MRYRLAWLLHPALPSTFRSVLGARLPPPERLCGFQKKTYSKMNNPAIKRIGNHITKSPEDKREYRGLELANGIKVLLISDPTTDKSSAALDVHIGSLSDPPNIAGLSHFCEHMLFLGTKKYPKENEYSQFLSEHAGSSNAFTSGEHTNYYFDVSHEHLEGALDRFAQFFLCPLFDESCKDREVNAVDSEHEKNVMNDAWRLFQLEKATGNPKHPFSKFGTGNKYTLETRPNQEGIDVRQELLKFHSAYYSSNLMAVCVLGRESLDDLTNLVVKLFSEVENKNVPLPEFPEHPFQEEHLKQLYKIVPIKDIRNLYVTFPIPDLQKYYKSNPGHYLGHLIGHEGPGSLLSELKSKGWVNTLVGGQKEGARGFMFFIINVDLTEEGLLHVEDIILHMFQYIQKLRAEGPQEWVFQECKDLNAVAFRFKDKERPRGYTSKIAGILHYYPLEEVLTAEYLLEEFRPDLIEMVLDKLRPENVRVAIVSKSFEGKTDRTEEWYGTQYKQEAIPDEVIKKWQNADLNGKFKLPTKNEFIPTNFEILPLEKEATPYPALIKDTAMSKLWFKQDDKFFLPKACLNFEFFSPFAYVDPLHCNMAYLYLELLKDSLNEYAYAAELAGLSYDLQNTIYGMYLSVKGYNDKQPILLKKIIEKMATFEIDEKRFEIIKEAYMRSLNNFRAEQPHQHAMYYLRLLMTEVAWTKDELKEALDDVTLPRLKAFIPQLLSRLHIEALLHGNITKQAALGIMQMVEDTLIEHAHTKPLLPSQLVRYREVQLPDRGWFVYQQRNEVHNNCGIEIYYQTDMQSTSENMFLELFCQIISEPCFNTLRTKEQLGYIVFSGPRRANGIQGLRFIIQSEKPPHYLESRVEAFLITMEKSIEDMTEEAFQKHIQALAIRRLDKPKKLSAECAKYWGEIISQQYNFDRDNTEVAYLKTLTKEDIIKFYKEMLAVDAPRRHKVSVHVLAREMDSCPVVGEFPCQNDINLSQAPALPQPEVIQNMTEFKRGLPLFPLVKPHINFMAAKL
M18AAP inhibitor: blocks P. falciparum M18 aspartyl aminopeptidase; recombinant PfM18AAP, H-Glu-NHMec fluorogenic cleavage; inhibition, % at 7.35 µM; actives 1.2% (n = 290,000); AID 1822;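 active = inhibition above the campaign mean inhibition over all tested compounds plus 3 SD, cut at about 28% in these data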;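 also: 0% = plate median of test compound wells and 100% = 2 mM ZnCl2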
HCV NS3 hel inh: blocks Hepatitis C virus NS3 helicase unwinding; NS3 helicase DNA unwinding, Cy5 molecular beacon fluorescence; inhibition, % at 10.9 µM; actives 0.56% (n = 290,000);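 active = inhibition above the mean of all tested compounds plus 3 SD, set per campaign, cut at about 35% in these data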;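 also: 0% = DMSO wells and 100% = thioflavine S control wells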
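test system = hepatitis C virus NS3 helicase domain fragment enzyme | reagent = annealed dual-labelled DNA beacon duplex, ATP-started | times = 1 h at 25 °C | detection = Cy5 fluorescence, 0 and 60 min reads | read-out basis = percent inhibition from t60/t0 fluorescence ratio | control set = DMSO and thioflavine S | replication = one well per compound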
IDE inh: inhibitors of human insulin-degrading enzyme in cells; P14735; AID 434962; HEK cells, FAbetaB cleavage, fluorescence polarization; inhibition, % at 5.59 µM; actives 0.41% (n = 320,000);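 active = percent inhibition above the average of all tested compounds plus 3 SD, set per screening campaign, cut at about 16% in these data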;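 also: IDE supplied by intact live HEK cells; FP after avidin binding of uncleaved biotin substrate so inhibition keeps polarization high; 0% = DMSO wells and 100% = 60 µM reference IDE inhibitor Ii1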
FID counter: counter-screen for HCV NS3 helicase inhibitors: DNA intercalator displacement; DNA fluorescent intercalator displacement, fluorescence; inhibition, % at 7.9 µM; actives 0.17% (n = 290,000); in the data active = inhibition above about 37%;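 also: 0% = vehicle and 100% = reference compound; higher means more ethidium bromide displaced from hairpin DNA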
IMP-1 inhibitor: blocks Pseudomonas aeruginosa IMP-1 metallo-beta-lactamase. purified IMP-1, nitrocefin hydrolysis, epi-absorbance fluorescence. inhibition, % at 5.6 µM. actives 0.45% (n = 290,000). AID 1556;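 active = inhibition above the mean plus 3 SD of all compounds in the same screening run, cut at about 4.5% in these data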;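 also: 0% = IMP-1 with DMSO and 100% = DMSO wells lacking enzyme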
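System: purified IMP-1; amount: IMP-1 0.2 nM before substrate addition; compound: single dose, 5.6 µM; times: 25 °C, 15 min preincubation, 25 min reaction; signal: Epi-absorbance via hydrolysed-nitrocefin quenching of white-plate fluorescence, 480/530 nm, EDTA stop; benchmarks: DMSO with and without IMP-1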
UBC9 SUMO inh: blocks human SUMOylation mediated by UBC9; inhibition, % at 35 µM; P63279; AID 2006; HTRF SUMOylation assay, SAE1/SAE2 + UBC9, in vitro; actives 0.36% (n = 290,000); in the data active = inhibition above about 50%, passing the limit was not always enough; also: strong numbers were not always called active
p-CIP stab down: compounds decreasing mouse p/CIP protein stability | Q05BA5 | F442A p/CIP-EGFP cells, EGFP fluorescence, 16 h | decrease of EGFP signal, % at 10 µM | actives 0.01% (n = 290,000) | AID 1984;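 active = EGFP signal decrease of at least 30% at 10 µM or well 3 SD below plate mean, unless failing retest; inactive = the rest, including hits failing retest or dose response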; also: some compounds called inactive have numbers as strong as hits; many of its hits are not listed in these tables
VIM-2 inhibitor: blocks Pseudomonas aeruginosa VIM-2 metallo-beta-lactamase; purified VIM-2, nitrocefin hydrolysis, epi-absorbance fluorescence; inhibition, % at 5.6 µM; actives 0.89% (n = 290,000);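 active = inhibition above the mean of all tested compounds plus 3 SD, cutoff set per screening run, cut at about 7.5% in these data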;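 also: red hydrolysis product quenches plate fluorescence so inhibitors raise well fluorescence; 0% = enzyme with DMSO and 100% = DMSO without enzyme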
* marks the source's active call; other numbers are inactive results; / = no result given; & = joins results of further samples.

1) CCOc1ccc(CC(=O)Nc2sc(Cc3ccccc3)c(C)c2C(N)=O)cc1OCC
2) CCc1ccc(C2CC(c3ccccc3)n3ncnc3N2)cc1 (stereo unspecified)
3) CCOc1cc(C(=O)Nc2ccc(N3CCOCC3)cc2)cc(Br)c1OC
4) CCOc1ccc2oc(C(=O)OCC(=O)NC(=O)NC)c(C)c2c1
5) CCOC(=O)N1CCN(C(=O)c2c(-c3ccccc3Cl)noc2C)CC1
6) O=C(Cc1cc(=O)[nH][nH]1)N/N=C/C=C/c1ccccc1
7) COc1ccc(-c2noc(N3CCC(C(=O)N(C)c4ccccc4C)CC3)n2)cc1
8) Cc1cccc(N(CC(=O)NC2CCCC2)C(=O)CCC(=O)Nc2nc(C)cs2)c1

screen / no.	1	2	3	4	5	6	7	8
IDE act	5	4	0	-4	5	4	-1	-2
M18AAP inhibitor	6	2	-6	-1	-5	5&6	-1	-2
HCV NS3 hel inh	2	6	-2	5	-6	40*	-14	2
IDE inh	1	1	8	4	-5	-2&5	-2	2
FID counter	-15	-27	-10	-1	-15	-25&-42	-44	-46
IMP-1 inhibitor	-1.5	-4.7	-3.1	-2.3	-0.6	-5.4&-3.0	0.0	-4.2
UBC9 SUMO inh	-5	5	3	24	4	-24&-9	3	2
p-CIP stab down	2	12	5	-12	-5	0&-15	4	-12
VIM-2 inhibitor	-3.1	-3.5	-1.4	-2.8	0.0	-5.0&-2.2	-2.5	-1.2

Some of the entries above, reformatted:
Value order – IDE act | M18AAP inhibitor | HCV NS3 hel inh | IDE inh | FID counter | IMP-1 inhibitor | UBC9 SUMO inh | p-CIP stab down | VIM-2 inhibitor
(1) CCOc1ccc(CC(=O)Nc2sc(Cc3ccccc3)c(C)c2C(N)=O)cc1OCC
    5 | 6 | 2 | 1 | -15 | -1.5 | -5 | 2 | -3.1
(2) CCc1ccc(C2CC(c3ccccc3)n3ncnc3N2)cc1 (stereo unspecified)
    4 | 2 | 6 | 1 | -27 | -4.7 | 5 | 12 | -3.5

Returning to the listing; the four compounds before the break are reprinted first.
5) CCOC(=O)N1CCN(C(=O)c2c(-c3ccccc3Cl)noc2C)CC1
6) O=C(Cc1cc(=O)[nH][nH]1)N/N=C/C=C/c1ccccc1
7) COc1ccc(-c2noc(N3CCC(C(=O)N(C)c4ccccc4C)CC3)n2)cc1
8) Cc1cccc(N(CC(=O)NC2CCCC2)C(=O)CCC(=O)Nc2nc(C)cs2)c1
9) CN(CC(=O)N1CCCC1)S(=O)(=O)c1cc(Cl)ccc1Cl
10) CN(C)S(=O)(=O)c1cc(C(=O)NCC2CCCO2)c(Cl)cc1Cl (stereo unspecified)
11) CN(C)C(=O)CN1CCN(Cc2nc(CC3CC3)no2)CC1
12) O=c1cc2ncc(-n3cc([N+](=O)[O-])cn3)cn2[nH]1
13) S=C(NCCc1ccccc1)Nc1ccc(N2CCCCC2)cc1
14) O=C(O)CC12CC3CC(C1)CC(n1ncc(NCc4ccco4)c(Cl)c1=O)(C3)C2
15) O=C(N/C=N/OCc1cccc(C(F)(F)F)c1)N1OC[C@@H]2COc3ccc4ccccc4c3[C@@H]21
16) CCCOc1ccc(C(CC(=O)O)NC(=O)CC(c2ccccc2)c2ccccc2)cc1 (stereo unspecified)

screen / no.	5	6	7	8	9	10	11	12	13	14	15	16
IDE act	5	4	-1	-2	3	4	6	4	1	1	5	/
M18AAP inhibitor	-5	5&6	-1	-2	-11	3	-5	4	11	5	-2	3
HCV NS3 hel inh	-6	40*	-14	2	3	-7	0	9	2	13	-2	20
IDE inh	-5	-2&5	-2	2	6	0	0	-9	-4	7	6	-5
FID counter	-15	-25&-42	-44	-46	-4	-5	-3	-3	-20	-35	-1	-33
IMP-1 inhibitor	-0.6	-5.4&-3.0	0.0	-4.2	0.6	1.2	-2.5	-4.0	-5.3	-1.8	-6.2	-1.0
UBC9 SUMO inh	4	-24&-9	3	2	10	-6	19	10	0	-8	-12	24
p-CIP stab down	-5	0&-15	4	-12	-2	0	-10	-1	-6	-17	-4	3
VIM-2 inhibitor	0.0	-5.0&-2.2	-2.5	-1.2	2.4	-3.5	-1.7	-0.9	-4.8	-1.2	-3.1	-0.5

17) COc1cc(/C=C/c2ccc3cccc([N+](=O)[O-])c3n2)ccc1OCC#N
18) CCOn1c(=O)c(-c2cccs2)[n+]([O-])c2ccccc21
19) Cc1nn(-c2ccccc2)c(N2CCCC2)c1/C=N/NC(=O)c1cccc(S(=O)(=O)Nc2ccc(Cl)cc2)c1
20) Cc1ccc(C(c2nnnn2C2CCCCC2)N2CCc3ccccc32)cc1 (stereo unspecified)
21) CCCCc1ccc(N/C(N)=N/c2nc(C)cc(C)n2)cc1
22) O=C(CCS(=O)(=O)c1ccc(Br)cc1)N1CCN(Cc2ccccc2)CC1
23) COc1ccc(OC)c(-c2csc(NC(=O)C3=NN(c4ccccc4)C(=O)CC3)n2)c1
24) NNc1nc2cc3c(cc2s1)OCCO3

screen / no.	17	18	19	20	21	22	23	24
IDE act	-4	3	6	7	/	-9	4	-2
M18AAP inhibitor	-4	8	-2	-8	2	3	1	52*
HCV NS3 hel inh	11	4	-5	4	-58	-2	-2	15
IDE inh	-1	3	3	-3	-6	6	4	-2
FID counter	-1	-2	-20	-11	16	-18	-32	-1
IMP-1 inhibitor	-0.4	-2.5	-5.2	-1.9	-3.2	-3.1	-4.0	-2.0
UBC9 SUMO inh	3	14	-22	-3	0	4	15	11
p-CIP stab down	-2	3	9	-6	-14	0	-19	-1
VIM-2 inhibitor	-4.6	0.8	-5.3	-3.3	-1.5	-3.1	-3.5	1.6

25) O=C(Nc1ccncc1)c1cccc(S(=O)(=O)N2CCCC2)c1
26) CCN(CC)CC(O)CN(c1ccccc1)S(=O)(=O)c1ccc2ccccc2c1 (stereo unspecified)
27) CCN(CC)C(=O)c1sc(NC(=O)c2cc(-c3ccc(C)s3)nc3ccccc23)c(C(=O)OC)c1C
28) O=C(Nc1ccccc1)C1=C[C@@H](C2CC2)C[C@@H](OCCCCO)O1
29) Cc1cc(Nc2ccccc2)c2c([N+](=O)[O-])cc(C)c(C)c2n1
30) CCOC(=O)C1(CCOc2ccccc2)CCN(Cc2ccc3nonc3c2)CC1
31) COc1ccc(OCC(=O)Nc2cccc(NC(=O)c3ccco3)c2)cc1
32) COc1cc(/C=C2/C(=O)c3cccc([N+](=O)[O-])c3C2=O)c(Br)cc1O

screen / no.	25	26	27	28	29	30	31	32
IDE act	5	2	2	-5	5	-2	3	3
M18AAP inhibitor	-2	0	3	-8	-6	0	-10	30*
HCV NS3 hel inh	-7	-24	3	-2	-4	-2	10	20
IDE inh	4	-11	0	0	5	-2	-6	-10
FID counter	-4	9	-4	-13	9	-4	-18	-11
IMP-1 inhibitor	-2.3	-2.0	-2.6	-2.4	-3.1	-0.9	-2.2	0.6
UBC9 SUMO inh	-22	10	31	14	-20	-31	5	16
p-CIP stab down	7	-1	-2	-8	-1	-9	-8	8
VIM-2 inhibitor	-1.4	-1.6	-1.7	0.3	-0.5	-3.0	-0.1	1.3

33) CC1(C)OC(=O)C(=CNc2cccc(O)c2)C(=O)O1
34) CN(CCCNC(=O)c1cc2c(=O)[nH]c3ccccc3c2n1C)Cc1ccccc1
35) COc1ccccc1NC(=O)c1nn(-c2ccc(Cl)cc2)ccc1=O
36) Cc1cccc2c1cnn2C(=O)CCC(=O)N1CC(C)CC(C)C1 (stereo unspecified)
37) COc1ccc(OC)c(CN(CCCN2CCOCC2)S(=O)(=O)c2ccc(NC(C)=O)cc2)c1
38) COc1ccc(/C(N)=N/OC(=O)c2ccc([N+](=O)[O-])c(C)c2)cc1OC
39) c1ccc(Cc2noc(CN3CCN(CCOc4ccccc4)CC3)n2)cc1
40) O=C(O)c1cc(-c2ccco2)nc2ccc(Br)cc12

screen / no.	33	34	35	36	37	38	39	40
IDE act	0	0	6	-1	7	-2	-2	3&-1
M18AAP inhibitor	16	-6	-1	-1	-3	6	3	-5
HCV NS3 hel inh	-1	-4	5	-6	1	9	-9	30
IDE inh	2	-2	3	1	6	-2	2	-2&5
FID counter	0	10	1	-40	3	2	0	-8
IMP-1 inhibitor	-0.6	-0.7	-3.3	-1.8	0.8	0.2	-2.0	-2.8
UBC9 SUMO inh	24	10	0	-1	42	-6	0	1&14
p-CIP stab down	0	5	8	-7	0	6	10	-13&-3
VIM-2 inhibitor	-0.8	8.1*	-2.6	-3.2	-0.9	0.7	-3.6	-3.5

41) COc1cc2[nH]cc(C(=O)NCc3ccccc3)c(=O)c2cc1OC
42) O=C(O)c1ccc(Cl)c(NCc2cccnc2)c1
43) COc1ccc(OC)c(C(=O)c2oc3ccccc3c2NC(C)=O)c1
44) O=C(COC(=O)c1c(F)cccc1F)NCCNC(=O)COC(=O)c1c(F)cccc1F
45) CCCNC(=S)N(Cc1cc2cc(C)ccc2n2nnnc12)CC(C)(C)CN(C)C
46) Fc1ccc(CN2CCN(c3ncnc4scc(-c5ccccc5)c34)CC2)cc1
47) O=C(N/N=C/c1cc2c3c(c1O)CCCN3CCC2)c1ccccc1O
48) CN(C)c1ccc(/C=N/NC(=O)c2ccc3c(c2)OCO3)cc1

screen / no.	41	42	43	44	45	46	47	48
IDE act	-4	0	7	0	1	-2	-3	4
M18AAP inhibitor	4	0	10	-1	0	5	24	4
HCV NS3 hel inh	-11	3	-5	2	-38	-29	-21	3
IDE inh	2	10	0	-3	-4	1	/	/
FID counter	1	-3	-5	-12	15	-8	6	-12
IMP-1 inhibitor	-2.7	-1.8	-2.9	-2.4	-2.8	-1.8	-1.3	-2.9
UBC9 SUMO inh	4	6	22	-3	7	-12	29	9
p-CIP stab down	2	-4	3	-5	-14	-10	-6	-10
VIM-2 inhibitor	-1.3	-1.0	1.3	-3.1	-1.5	1.9	-1.4	-0.9

Quoted from the listing.
For VIM-2 inhibitor, no. 42 has the entry -1.0
For IMP-1 inhibitor, no. 36 has the entry -1.8

Random draw from the library, and some 3.6% of all compounds hit somewhere here.
